Screening data deposited in PubChem by NMMLSC.
Rac1 wt modul – alters GTP binding to wildtype human Rac1 | P63000 | GST-Rac1 beads, fluorescent GTP binding, flow cytometry; actives lie on both sides; 0 = cold GTP competed, 100 = untreated | GTP binding activity (% of control), % at 10 µM | 0.27% of 190,000 active | AID 757;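 active means GTP binding activity at least 20 points away from the 100% control level, either lower or higher; inconclusive means compound flagged as likely green fluorescent, judged across all proteins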
Rab7 wt modul – dog Rab7 wildtype GTP binding, inhibitors and activators; GST-Rab7 beads, fluorescent GTP binding, flow cytometry; actives lie on both sides; untreated = 100%, excess cold GTP = 0%; GTP binding activity (percent of control), % at 10 µM; 0.055% of 190,000 active; AID 758;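 active means fluorescent GTP binding to Rab7 beads changed by at least 20 points from the 100% baseline, either direction, mostly lower; inconclusive means compound itself probably fluorescent, or too few beads counted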;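 further: median green fluorescence of bound Bodipy-FL-GTP per Rab7 bead population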
Rac1 act GTP bind – modulators of GTP binding to human Rac1 activated mutant | percent activity (GTP binding), % at 10 µM | GST-Rac1 activated beads, fluorescent GTP binding, flow cytometry; actives lie on both sides; 100% means binding = to untreated wells | AID 764 | 0.11% of 190,000 active;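 active means GTP binding at least 20 percentage points away from the 100% baseline, in either direction, so actives lie on both sides; inconclusive means Compound likely fluorescent itself, or too few beads counted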
Bim-Bcl-XL – disrupts Bim peptide binding to human Bcl-XL. 0.04% of 190,000 active. inhibition, % at 10 µM. bead flow cytometry, fluorescence. AID 1007. Q07817
Cdc42 wt GTP – changes GTP binding to wildtype human Cdc42; GST-Cdc42 beads, Bodipy-GTP binding, flow cytometry; actives lie on both sides; 0.2% of 190,000 active; P60953; percent activity (GTP binding), % at 10 µM;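 active means percent activity GTP binding at least 20 points away from the 100% baseline, either down as inhibitor or up as activator; inconclusive means compound flagged as likely green fluorescent from well-wide comparison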;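 further: median bead fluorescence of bound Bodipy-FL-GTP at 100 nM; 0% = excess unlabeled GTP control and 100% = no compound control; below 100% means less GTP binding so inhibitor and above means activator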
Target sequence (P60953 whole entry, looked up): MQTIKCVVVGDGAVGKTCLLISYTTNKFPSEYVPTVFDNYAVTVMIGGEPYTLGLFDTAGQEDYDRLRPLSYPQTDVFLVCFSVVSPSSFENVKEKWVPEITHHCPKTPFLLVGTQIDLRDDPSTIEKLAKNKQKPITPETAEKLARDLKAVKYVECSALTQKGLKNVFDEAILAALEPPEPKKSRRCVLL
Bcl-2 Bim block – disrupts Bim peptide binding to human Bcl-2. P10415. Bead-based flow cytometry, Bim peptide-Bcl-2 binding. inhibition, % at 10 µM. 0.06% of 190,000 active. AID 950; in the data active means inhibition above about 40%; inconclusive means no clear call, values can overlap the other calls;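 further: 0% = no compound wells with probe peptide and 100% = reference peptide inhibitor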
Target sequence (P10415 whole entry, looked up): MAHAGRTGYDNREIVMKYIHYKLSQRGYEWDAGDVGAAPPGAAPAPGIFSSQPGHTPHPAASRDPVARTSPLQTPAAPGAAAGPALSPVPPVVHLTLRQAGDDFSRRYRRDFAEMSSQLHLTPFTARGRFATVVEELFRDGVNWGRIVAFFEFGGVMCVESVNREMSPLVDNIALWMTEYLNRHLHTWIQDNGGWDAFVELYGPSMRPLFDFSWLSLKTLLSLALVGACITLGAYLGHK
HRas wt GTP – human HRas wildtype GTP binding, change in either direction | P01112 | GST-Ras wt beads, Bodipy-FL-GTP binding, flow cytometry; actives lie on both sides | GTP binding activity, % at 10 µM | 0.14% of 190,000 active | AID 759;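 active means GTP binding activity at least 20% away from the 100% baseline, either lowered as inhibitor or raised as activator; inconclusive means flagged as likely green fluorescent, judged across all proteins in the well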;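 further: 0% = unlabeled GTP competition control and 100% = no-compound control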
Target sequence (P01112 whole entry, looked up): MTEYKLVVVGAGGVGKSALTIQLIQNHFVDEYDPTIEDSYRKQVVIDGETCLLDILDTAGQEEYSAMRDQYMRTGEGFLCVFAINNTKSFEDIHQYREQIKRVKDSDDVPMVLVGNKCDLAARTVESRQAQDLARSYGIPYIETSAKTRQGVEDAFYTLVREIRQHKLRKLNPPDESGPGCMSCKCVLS
Bfl-1 Bim block – human Bim-Bfl-1 interaction inhibition | AID 1008 | Bead-based flow cytometry, Bim-Bfl-1 binding inhibition | 0.12% of 190,000 active | inhibition, % at 10 µM | Q16548;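 further: 0% = wells without compound plus tracer and 100% = blocker peptide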
Bim-Bcl-B – inhibitors of Bim-Bcl-B interaction, human. Q9HD36. AID 951. 0.073% of 190,000 active. inhibition, % at 10 µM. bead-based flow cytometry, Bim peptide-Bcl-B binding;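 further: 0% = tracer peptide without compound and 100% = reference inhibitor peptide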
Bim-Bcl-W – human Bim-Bcl-W interaction inhibition | bead-based flow cytometry, Bim peptide-Bcl-W binding | inhibition, % at 10 µM | 0.02% of 190,000 active | AID 952;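 further: 0% = bound tracer without compound and 100% = peptide blocker; higher means less fluorescent Bim peptide bound to Bcl-W beads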
Target sequence (Q92843 whole entry, looked up): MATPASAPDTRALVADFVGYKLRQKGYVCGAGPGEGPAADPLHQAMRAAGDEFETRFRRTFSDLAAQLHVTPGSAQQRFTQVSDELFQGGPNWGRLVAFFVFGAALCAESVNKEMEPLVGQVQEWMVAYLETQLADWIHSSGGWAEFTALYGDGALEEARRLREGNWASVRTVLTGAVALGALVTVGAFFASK
Rab2 wt GTP – changes GTP binding to wildtype dog Rab2A, up or down. P61105. GST-Rab2 wt beads, Bodipy-GTP binding, flow cytometry. GTP binding activity, % at 10 µM. 0.19% of 190,000 active. AID 760;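 active means GTP binding activity at least 20 points away from 100%, either lowered or raised; inconclusive means signal likely due to the compound's own green fluorescence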;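 further: 0% = beads with excess unlabeled GTP and 100% = no-compound control corrected for plate trend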
Numbers without * were called inactive; ? = inconclusive; · = no result given; [ ] = dose if it differs, or a comment. Unless noted, no stated cut-off is given here; in the data, active means inhibition above about 40%.

SMILES,Rac1 wt modul,Rab7 wt modul,Rac1 act GTP bind,Bim-Bcl-XL,Cdc42 wt GTP,Bcl-2 Bim block,HRas wt GTP,Bfl-1 Bim block,Bim-Bcl-B,Bim-Bcl-W,Rab2 wt GTP
Cc1ncc(CN2CCN(CCC(C)C)C(CCO)C2)s1 (stereo not given),100,96,95,-4,96,-2,97,-4,-4,-4,96
COc1ccc2c(c1)Cc1sc(NC(=O)c3cccnc3)nc1-2,99,93,96,-2,91,0,96,-1,-8,-3,97
COc1ccc(C(C(=O)NC2CCCC2)N(C(=O)c2snc(-c3ccc(F)cc3)c2N)c2ccc(F)cc2)cc1 (stereo not given),?,?,?,1,?,-3,?,0,0,0,?
COc1ccc(OC)c(/C=N\NC(=O)CC(=O)NCCc2ccccc2)c1,97,95,96,-1,97,0,95,6,0,0,95
CCCc1cc(-c2nc(-c3ccc(C)cc3)cs2)ccn1,100,103,97,-6,100,-7,99,-11,-9,-5,98
CCN(CC)c1ccc2cc(C(C)=O)c(=O)oc2c1,105,103,101,2,106,-1,103,0,-1,0,104
COc1cccc(N/C(SC)=C(/C#N)C(N)=O)c1,104,97,99,-8,100,-11,100,-18,-10,-2,99
Cc1cc(NC(=O)C2CC(c3ccc(F)cc3)=NO2)n(-c2ccccc2)n1 (stereo not given),103,99,98,-3,102,-8,101,-9,-7,-1,102
COc1ccc(C(=O)NNC(=O)CSc2nnc(COc3ccc4ccccc4c3)n2C)cc1,98,103,95,-4,101,-3,101,-1,-1,0,101
CCC(=O)Nc1ccc(N2CCOCC2)c(S(=O)(=O)Nc2ccc(OC)cc2)c1,99,94,95,-5,95,-5,94,-5,-6,-5,95
COc1cccc(Oc2coc3c(CN4CCOCC4)c(O)ccc3c2=O)c1,101,99,98,-1,101,0,98,0,0,-2,100
COCCNC(C)C(=O)Nc1ccc(Br)cc1 (stereo not given),102,100,100,-3,102,-6,101,-8,-7,0,101
CCN(CC)S(=O)(=O)c1ccc(NC2c3ccccc3C(=O)N2Cc2ccc3c(c2)OCO3)cc1 (stereo not given),103,102,95,-3,95,1,99,0,0,-2,98
O=C1c2ccccc2C(=O)N1c1cccc(-c2nc3ccccc3o2)c1,100,99,97,-2,103,0,101,1,-5,-1,100
COC(=O)CN1C(=O)C(O)(CC(=O)c2ccc(C)cc2)c2cc(Br)ccc21 (stereo not given),108,105,100,0,106,-4,104,-10,-2,3,104
O=C(/C=C/c1ccc2c(c1)OCCCO2)c1ccc2ccccc2c1O,89,94,87,-5,89,-4,91,-11,-8,0,86
CC1=CC2(C#N)C3(N=C(N)C2(C#N)C(c2ccccc2)N1)OCCO3 (stereo not given),97,96,95,0,98,-10,98,-6,-6,-1,97
CS(=O)(=O)N1CCN(c2ccccc2NC(=O)c2ccc(-c3ccc(Cl)cc3Cl)o2)CC1,106,103,99,-9,104,-11,104,-10,-9,0,102
COc1ccccc1NC(=O)c1ccc(NC(=O)COC(=O)C2CCCO2)cc1 (stereo not given),101,105,97,0,99,-1,98,-4,-2,1,98
C/C(=N\NC(=O)c1c(C)nc2ccccn12)c1ccc(N2CCOCC2)cc1,94,94,96,0,94,-1,94,-2,-2,0,95

Compound profiles, from the list above. Values in the order: Rac1 wt modul, Rab7 wt modul, Rac1 act GTP bind, Bim-Bcl-XL, Cdc42 wt GTP, Bcl-2 Bim block, HRas wt GTP, Bfl-1 Bim block, Bim-Bcl-B, Bim-Bcl-W, Rab2 wt GTP
Profile of CCN(CC)c1ccc2cc(C(C)=O)c(=O)oc2c1 = 105, 103, 101, 2, 106, -1, 103, 0, -1, 0, 104
Profile of COc1cccc(N/C(SC)=C(/C#N)C(N)=O)c1 = 104, 97, 99, -8, 100, -11, 100, -18, -10, -2, 99

More structures follow:
SMILES,Rac1 wt modul,Rab7 wt modul,Rac1 act GTP bind,Bim-Bcl-XL,Cdc42 wt GTP,Bcl-2 Bim block,HRas wt GTP,Bfl-1 Bim block,Bim-Bcl-B,Bim-Bcl-W,Rab2 wt GTP
CCCOc1ccc(C(=O)CCN2CCCCC2)cc1,100,102,99,-2,99,-1,102,1,0,-3,102
CCc1c(C)c(C#N)c2nc3ccccc3n2c1NCC1CCCO1 (stereo not given),104,100,99,-1,99,-3,101,-7,-5,2,101
CCc1ccc(NC(=O)CSc2nc3c(c(=O)n(C)c(=O)n3C)n2C)cc1,101,97,99,-7,99,-2,98,-3,0,-2,97
O=C(CNC(=O)c1cc2c(s1)CCC2)Nc1ccccc1Br,100,100,97,-4,101,-8,99,-9,-7,-3,98
Fc1cccc(Nc2nc3ccccc3n3nnnc23)c1,105,100,98,-5,101,-4,98,-5,-3,-2,97
COc1cccc(NC(=O)N[C@@H](Cc2ccccc2)C(=O)O)c1,101,102,98,9,101,-6,101,-7,-5,2,99
CC1Cc2ccccc2N1C1=NS(=O)(=O)c2ccccc21 (stereo not given),101,94,96,-4,100,-1,98,0,-3,0,97
Cc1ccc(Nc2ncc(C(=O)NCCCN3CCN(C)CC3)c3ccccc23)cc1Cl,103,95,98,-4,94,-1,97,-7,-4,0,96
COc1ccccc1-n1cnc2c(c1=O)c1nc3ccccc3nc1n2-c1ccc(C)c(C)c1,102,102,98,-4,101,6,101,6,9,9,100
CN(c1ccccc1)c1ccc(/C=c2\s/c(=C(/C#N)C(=O)C(C)(C)C)n(Cc3ccco3)c2=O)cc1,·,·,?,-27,143*[activator],-57,·,-1,-64,-34,·
C=CCn1c(-c2ccccc2)ccc(C#N)c1=O,102,101,99,-3,104,-2,104,-4,-3,-5,103
Cc1ccc(C(=O)Nc2c(C(=O)N3CCOCC3)cnn2-c2ccccc2)cc1,105,100,102,-13,104,-14,100,-17,-14,-2,101
Cc1ccc2cc(CN(Cc3ccc(F)cc3)Cc3nnnn3C3CCCC3)c(=O)[nH]c2c1,106,106,101,-5,101,-10,103,-7,-10,1,102
CCOC(=O)c1sc(NC(=O)CSc2nc(C)cc(C)c2C#N)c(C#N)c1C,96,94,96,0,95,1,96,0,-1,-2,94
O=C(O/N=C(/c1ccccc1)c1ccncc1)c1ccccc1[N+](=O)[O-],98,95,94,0,94,-1,95,-6,-2,-2,95
O=C(O)c1cccc(N2CCCCS2(=O)=O)c1,105,100,103,-2,104,2,103,0,-1,0,101
CCC(=O)Nc1ccc(C(=O)OCC(=O)c2ccc(C)c([N+](=O)[O-])c2)cc1,99,101,100,-1,101,-1,100,-1,1,-2,99
COc1cccc2cc(C(C)N(CCCN3CCOCC3)C(=S)Nc3cc(C)ccc3C)oc12 (stereo not given),99,94,97,0,101,-3,96,-6,-2,-2,97
CCN(CC)S(=O)(=O)c1ccc(NC(=O)C2CCCN(C(=O)c3ccc(Cl)cc3)C2)cc1 (stereo not given),102,96,102,-6,102,-11,100,-14,-5,-3,100
COc1ccc(NC(=S)N(CCCN2CCN(C)CC2)Cc2cccs2)cc1,104,103,104,-3,105,2,104,-1,-2,-1,102
CC(=O)Oc1ccc2c(=O)c(Oc3ccccc3)coc2c1OC(C)=O,100,96,98,-3,96,-3,98,-9,-3,-2,96
CCN1CCN(C(=O)c2cc3c(-c4ccc(Cl)cc4)nn(C)c3s2)CC1,100,99,99,-2,98,-10,96,-9,-11,-1,97
O=C(CSc1ccc(Cl)cc1)Nc1ccc(N2CCN(C(=O)c3ccco3)CC2)cc1,100,101,98,-6,101,-13,101,-12,-10,-2,101
Cc1c(/C=C/C(=O)c2ccc(C(C)C)cc2)cnn1C,?,?,?,0,?,-3,?,-3,0,0,?
CC(C)(C)NC(=O)C1CCN(S(=O)(=O)c2cccc(C(F)(F)F)c2)CC1,98,100,94,1,95,-3,96,-7,-2,3,95
COc1cc(NC(=O)c2csc3c2CCCC3)ncn1,101,98,98,3,100,-7,101,-10,-7,2,97
COc1ccc(CC(NC(C)=O)C(=O)NC2CCN(C(=O)c3ccc(OC)c(OC)c3)CC2)cc1OC (stereo not given),98,96,96,-2,97,-2,95,-6,-3,-2,96
COc1ccc(C(=O)NC(=O)Nc2ncccc2C)cc1,113,99,102,-2,105,-4,101,-4,-6,4,102
CCN(CC)S(=O)(=O)c1ccc(Cl)c(C(=O)Oc2cccc(-c3cnc4ccccc4n3)c2)c1,99,106,97,-2,98,0,99,12,-20,-5,100
Cc1ccc(-n2c(SCC(=O)Nc3ccc4c(c3)OCO4)nnc2-c2ccoc2C)cc1,102,99,98,-3,100,-9,100,-10,-7,0,98
CCCOc1ccc(N2C(=O)CC(N(CCC)C(=O)CCC(=O)O)C2=O)cc1 (stereo not given),101,97,101,-4,101,-6,100,-11,-6,-2,99
O=C(CC(C(=O)N1CCc2ccccc21)n1ccnc1)NCc1cccnc1 (stereo not given),105,98,99,-10,102,-3,102,-11,-3,-7,101
COc1ccc(N(Cc2cc3ccccc3[nH]c2=O)C(=O)C2CCCO2)cc1 (stereo not given),105,105,98,-3,100,-2,103,-1,-2,-1,103
